14-3-3 PPI = 14-3-3 gamma protein interaction modulation; inhibition, % at 40 µM; FP, 14-3-3gamma / TMR-pS259-Raf peptide binding; P61981; 160,000 tested, 0.19% active; in the data active = inhibition above about 30%;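 note: 0% = protein plus tracer without compound and 100% = blank with tracer alone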
Target sequence (P61981 whole entry, looked up): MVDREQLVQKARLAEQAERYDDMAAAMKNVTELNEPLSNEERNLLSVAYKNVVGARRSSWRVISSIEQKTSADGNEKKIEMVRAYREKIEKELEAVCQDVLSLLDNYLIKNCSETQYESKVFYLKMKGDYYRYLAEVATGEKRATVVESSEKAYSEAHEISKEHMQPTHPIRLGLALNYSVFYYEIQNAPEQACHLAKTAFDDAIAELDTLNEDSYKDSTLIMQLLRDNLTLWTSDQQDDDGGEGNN
The depositor's hits bear a star; & = joins results of further samples.

14-3-3 PPI | SMILES
-1 | C=CCNc1nc(-c2cccc(OC)c2O)nc2ccccc12
-91 | Cc1cc2c(c(=O)[nH]1)C(=O)OC2=Cc1ccc(I)o1
-11 | COc1ccc2nc3sc(C(=O)N4CCN(c5ncccn5)CC4)cc3cc2c1
-2 | O=C(CN(CCO)c1ccccc1)NC12CC3CC(CC(C3)C1)C2
-11 | CCOC(=O)c1[nH]c(C)c(C(Br)=CBr)c1C
-4 | CCCOC(=O)C1=C(C)NC2=C(C(=O)C(C(=O)OC)C(C)C2)C1c1ccc(-c2ccccc2)cc1 (stereo unspecified)
-14&-12 | CNCCC=C1c2ccccc2CCc2ccccc21
2 | CCOC(=O)C1=C(C)NC(=O)NC1c1cccc(Oc2ccccc2)c1 (stereo unspecified)
-2 | COc1ccc2c(=S)c(-c3csc(C)n3)c(C)oc2c1
3 | COc1ccc(S(=O)(=O)NC2CCS(=O)(=O)C2)cc1 (stereo unspecified)
8 | CCOc1ccccc1OC(=O)c1ccccc1
-31 | COc1ccccc1NC(=O)Cn1cnc2sc(C(=O)Nc3nc4ccc(Br)cc4s3)c(C)c2c1=O
-10 | CCOC(=O)c1[nH]c(C)c(CN(Cc2ccco2)C(=O)C(F)(F)F)c1C
-5 | CC(C)C(CO)NC(=O)CC(=O)NC(CO)C(C)C (stereo unspecified)
-4 | CC(C)Oc1ccc(C(=O)N(Cc2ccco2)C2CCS(=O)(=O)C2)cc1 (stereo unspecified)
1 | CCOc1cccc2cc(C(N)=O)c(=Nc3ccc(OC)cc3)oc12
-6 | COCCNC(=O)c1ccc(Cl)c(Cl)c1
-6 | COc1cccc(N2CCN(Cc3cccnc3)CC2)c1
5 | O=C(c1ccc(C(=O)N2CCC(c3ccccc3)CC2)s1)N1CCC(c2ccccc2)CC1
-5 | Cc1ccc(CNC(=O)c2ccc(N3CC4CC(C3)c3cccc(=O)n3C4)c(NS(=O)(=O)c3ccc4c(c3)OCCO4)c2)cc1 (stereo unspecified)
-5 | CCOc1ccccc1-c1nc(SCC(=O)O)n[nH]1
0 | CSc1nc2ccccc2n1CCOc1ccccc1C
-3 | Cc1ccc(Nc2nc(C)nc3sc(C)cc23)c(Br)c1
7 | O=C1NC(=O)[C@@H]2C3c4ccccc4C=CN3[C@H](C(=O)c3cccs3)[C@H]12 (stereo partly specified)
-4 | CC(=O)c1cccc(NC(=O)C2CC(=O)N(c3cccc(C)c3C)C2)c1 (stereo unspecified)
4 | CC(C)Cn1c(CCCNC(=O)c2ccc(F)cc2)nc2ccccc21
-33 | O=S(=O)(Nc1cc2c3c(oc2c2ccccc12)CCCC3)c1cccs1
-1&1 | CCOc1cc(-c2ccc3c(c2)OCO3)cc(=O)c2c(C)oc(C)c12
-2 | Cc1ccccc1Nc1c(-c2c[nH]c3ccccc23)nc2ccc(Br)cn12
-10 | CC(=O)Nc1ccc(NC(=O)c2ccco2)cc1Cl
-3 | CC(C)CCOCC(=O)Oc1ccccc1C(=O)O
-9 | COc1ccc(C2CC(=O)C3=C(C2)Nc2ccccc2NC3c2cc(Br)c(OC)c(OC)c2)cc1 (stereo unspecified)
-6 | CCC1Oc2ccc(C)cc2N(CC(=O)N2CCN(c3cccc(OC)c3)CC2)C1=O (stereo unspecified)
5 | COC(=O)c1c(C#N)c(N)nc2c1CCCC2
-8 | Cn1c(=NC(=O)CSCC(=O)N2CCOCC2)sc2ccccc21
-2 | O=c1cc(CSc2nc(NCc3ccco3)c3ccccc3n2)nc2ccccn12
6 | COc1ccc(CC(N)C(=O)O)cc1[N+](=O)[O-] (stereo unspecified)
-7 | CCOc1ccc(/C(O)=C2\C(=O)C(=O)N(c3nccs3)C2c2cccc(Br)c2)cc1 (stereo unspecified)
3 | O=C1CC(c2cccc(Cl)c2)CC(O)=C1C=NCCCO (stereo unspecified)
-17 | CCCCSc1nnc2c(n1)OC(c1ccc(N(C)C)cc1)Nc1ccccc1-2 (stereo unspecified)
-20 | CC(=C1C(=O)c2ccccc2C1=O)N1CCN(c2ccccn2)CC1
4 | Cc1cc(C)cc(NC(=O)c2cc(S(=O)(=O)N3CCCCCC3)ccc2F)c1
2 | COc1ccc(CNC(=O)CN2CCC(C(=O)c3ccc(OC)cc3)CC2)cc1
4 | O=C(CC1C(=O)NCCN1C(=O)c1ccc(F)cc1)OCc1ccccc1 (stereo unspecified)
-5 | Cc1ccc(S(=O)(=O)CCC(=O)NCc2ccccc2)cc1
4 | COc1ccc(CCNS(=O)(=O)c2cccs2)cc1
5 | CC(NC(=O)C1CCCCC1)c1ccc2c(c1)OCCO2 (stereo unspecified)
0 | COCCOC(=O)c1c(C)oc2ccc(OC(=O)c3cc4ccccc4o3)cc12
-7 | COCCn1c(SC(C)C)nnc1-c1c[nH]c2ccccc12
-1&-6 | CC(C)(C)NC(=O)C1CC(=O)OC12CCCCC2 (stereo unspecified)
1 | c1csc(-c2nn3c(-c4ccncc4)nnc3s2)c1
-9 | COc1ccc(C(=O)Nc2ccc3oc(-c4ccccc4Br)nc3c2)cc1
-1 | OCC(O)C1OC(Nc2ccc(Br)cc2)C(O)C1O (stereo unspecified)
3 | CCCc1nnc(NC(=O)CSc2ncn[nH]2)s1
-175 | Clc1ncnc2c1C(c1ccc(Br)cc1)c1c(Cl)ncnc1O2
8 | COC(=O)CNC(=O)c1cn(-c2ccccc2OC)c(=O)c2ccccc12
-6 | CC(C)(C)c1ccc(C2SCC(=O)N2c2cccc3ccccc23)cc1 (stereo unspecified)
-8 | Cc1ncoc1C(=O)Nc1ccccc1C(N)=O
-8 | Cc1ccsc1N=Cc1ccc(Cl)cn1
-5 | O=C(CCN1C(=O)C2C3C=CC(CC3)C2C1=O)N1CCN(c2ccc(F)cc2)CC1 (stereo unspecified)

Going on with the list:
14-3-3 PPI | SMILES
-3 | O=C(Cn1cccc1)N1CCc2ccccc21
-1 | COc1ccccc1-c1cc(C(F)(F)F)nc(S(C)(=O)=O)n1
2 | O=C(c1ccc2nc3ccccc3c(=O)n2c1)N1CCN(c2ccccc2)CC1
-27 | O=C(Nc1ccccc1-c1ccccc1NC(=O)c1ccc(Br)o1)c1ccc(Br)o1
-52 | O=c1oc2ccccc2cc1-c1nnc(Nc2cccc3ccccc23)s1
2 | c1ccc(N2CCN(c3nc(-c4ccccn4)nc4ccccc34)CC2)cc1
5 | O=C1c2ccccc2C(=O)N1Cc1nc2ccccc2c(=O)n1CCCN1CCOCC1
3 | CCOc1ccc(C2C(=O)N(C3CCCCC3)CC(=O)N2Cc2ccccc2Cl)cc1OC (stereo unspecified)
-46 | CS(=O)(=O)N(CC(=O)Nc1ccc2c(c1)OCCO2)Cc1ccccc1
1 | CCC1(c2ccc3cc(OC)ccc3c2)SC(NC(C)=O)=NN1C(C)=O (stereo unspecified)
-102 | Cc1cc2c(c(=O)o1)C(CC(C)C)C(C#N)=C(N)O2 (stereo unspecified)
5 | CCOC(=O)C1CCN(c2c(N3CCCC(C(=O)OCC)C3)c(=O)c2=O)CC1 (stereo unspecified)
-7 | CCC1(C)Cc2c(sc3[nH]c(=O)[nH]c(=O)c23)CS1 (stereo unspecified)
0 | O=C(CNC(=O)c1ccco1)Nc1ccc(Br)cc1
-96 | CCc1ccc(S(=O)(=O)N=C2C=C(Nc3ccc(C(=O)O)cc3)C(=O)c3ccccc32)cc1
-19 | COc1ccc(C(=O)Nc2ccc3oc(-c4ccccc4)nc3c2)cc1OC
6 | Cc1ccc(S(=O)(=O)NCCSc2nnnn2C)cc1
-3 | COc1ccc(OC)c(S(=O)(=O)Nc2ccc(C(N)=O)cc2)c1
-20 | O=C(CN1N=C(c2ccc(Cl)cc2)CCC1=O)NCc1ccc2c(c1)OCO2
-4 | CCOc1ccc(C2C(C(=O)c3ccco3)=C(O)C(=O)N2CCCn2ccnc2)cc1 (stereo unspecified)
9 | CCOC(=O)c1cnc2c(C)c(Cl)ccc2c1Nc1ccc2c(c1)OCCO2
-4 | COc1cc(C(=O)Oc2cc(N)n(S(=O)(=O)c3ccc(F)cc3)n2)cc(OC)c1OC
-11 | N#CCSc1nc2c(sc3ccccc32)c(=O)n1C1CCCCC1
-1 | Cc1oc(-c2cccc(Cl)c2)nc1CN1CCC(C(=O)NCc2cccnc2)CC1
-6 | Cn1c(C(Cc2ccccc2)NC(=O)c2cccs2)nc2ccccc21 (stereo unspecified)
1 | COc1ccccc1CNC(=O)c1c(O)c2ccccc2n(C)c1=O
-5 | CCCCN(C)S(=O)(=O)c1ccc(C(=O)Nc2nc3ccc4nc(SC)sc4c3s2)cc1
0 | C=CCn1c(-c2ccc(OC)cc2)nc2ccccc21
-3 | Cc1nn(-c2ccccc2)c(OC(=O)C(C)C)c1Sc1ccccc1
0 | Cc1nc(N2CCN(c3ccc([N+](=O)[O-])cc3)CC2)c2c(C)c(C)sc2n1
1 | CCOCCCn1c(=S)[nH]c2cc(C(=O)N3CCN(C(=O)c4ccco4)CC3)ccc2c1=O
0 | Cc1cccc(-n2ncc3c(Nc4ccc(C(C)C)cc4)ncnc32)c1
-4 | CCOc1ccc(S(=O)(=O)Nc2cccc(C(=O)N3CCN(c4ccc(OC)cc4)CC3)c2)cc1
-24 | COc1ccc(CCNC(=O)C(C)N2C(=O)c3ccccc3C2=O)cc1OC (stereo unspecified)
18 | CN1CCN(CCCNc2c(N)c(=O)oc3ccccc23)CC1
-9 | NCCCCNS(=O)(=O)c1cccc2c(Cl)cccc12
-4 | O=C1c2cccc(F)c2C(=O)N1c1ccc(C23CC4CC(CC(C4)C2)C3)cc1
-3 | CSc1nnc2c(n1)OC(C(=O)c1ccccc1)Nc1ccccc1-2 (stereo unspecified)
-12 | O=C(NCCc1ccccc1)C1CCN(c2nc3ccccc3[nH]2)CC1
1 | Cc1ccc(-c2nnc3n2N=C(c2ccc(F)cc2)CS3)cc1
-106 | CCCc1cc(N2CCN(C(=O)c3ccco3)CC2)n2c(nc3ccccc32)c1C#N
-5 | COc1ccc(S(=O)(=O)NCC(=O)N(CC(=O)NCC2CCCO2)c2ccccc2C)cc1 (stereo unspecified)
-3 | N#Cc1ccccc1S(=O)(=O)N1CCN(c2ccc(S(=O)(=O)N3CCOCC3)cn2)CC1
-10 | COCCNc1ncnc2c1cnn2-c1ccccc1
3 | CN1c2ccccc2-c2nc3ccccc3n2C1c1ccco1 (stereo unspecified)
-13 | O=C(O)c1cc(-c2cccs2)nc2ccc3ccccc3c12
2 | Cc1ccc(Nc2cc(-n3nc(C)cc3C)ncn2)cc1
2 | CCN1CCN(c2cc(C)c3cc(NC(=O)CCC(=O)Nc4ccc(F)cc4)ccc3n2)CC1

In the list so far, 5 contain a cyano group:
14-3-3 PPI | SMILES
5 | COC(=O)c1c(C#N)c(N)nc2c1CCCC2
-102 | Cc1cc2c(c(=O)o1)C(CC(C)C)C(C#N)=C(N)O2 (stereo unspecified)
-11 | N#CCSc1nc2c(sc3ccccc32)c(=O)n1C1CCCCC1
-106 | CCCc1cc(N2CCN(C(=O)c3ccco3)CC2)n2c(nc3ccccc32)c1C#N
-3 | N#Cc1ccccc1S(=O)(=O)N1CCN(c2ccc(S(=O)(=O)N3CCOCC3)cn2)CC1

Next compounds follow.
14-3-3 PPI | SMILES
-96 | O=c1oc2ccc3ccccc3c2cc1-c1nc2c(s1)CCc1ccccc1-2
-2 | CC1CCN(S(=O)(=O)c2ccc(S(=O)(=O)NCC(=O)C(C)(C)C)cc2)CC1
-5 | Cc1cc(NC(=O)CN2C(=O)CC(c3ccco3)Sc3ccccc32)no1 (stereo unspecified)
-2 | O=C(O)c1cccnc1C(=O)O
-10 | C(=N\C(/N=C/c1ccco1)c1ccco1)/c1ccco1
-6 | CCc1nnc(NC(=O)C2CC(=O)N(CCc3ccccc3)C2)s1 (stereo unspecified)
-14 | c1ccc(-c2ccc(CSc3nc4ccccc4o3)cc2)cc1
-25 | CCc1ccc(N2C(=O)c3sc4nnc(-c5ccccc5)c(=O)n4c3C2=O)cc1
6 | CCCc1ccc(Oc2coc3c(C)c(OC)ccc3c2=O)cc1
-12 | O=C(O)c1ccc(CS(=O)(=O)Cc2ccccc2Cl)o1
-8 | O=S(=O)(c1ccc2c(c1)nc1n2CCC1)N1CCOCC1
6 | CCn1c(=N)n(CC(=O)OC)c2ccccc21
1 | COc1cccc(Nc2nnc(-c3cc4ccccc4oc3=O)s2)c1
1 | CCC(=O)N1N=C(c2ccccc2)CC1c1cccc([N+](=O)[O-])c1 (stereo unspecified)
2 | O=[N+]([O-])c1ccc2c(c1)oc1ccccc12
-2 | CN(c1ccccc1)c1cc(N2CCOCC2)c2nonc2c1[N+](=O)[O-]
-6 | COc1ccc(N(CC(=O)NC2CCCCC2)C(=O)CCCC(=O)Nc2ccccn2)c(OC)c1

Compounds shown so far containing a thiophene ring, fused or not, in the order listed:
14-3-3 PPI | SMILES
-11 | COc1ccc2nc3sc(C(=O)N4CCN(c5ncccn5)CC4)cc3cc2c1
-31 | COc1ccccc1NC(=O)Cn1cnc2sc(C(=O)Nc3nc4ccc(Br)cc4s3)c(C)c2c1=O
5 | O=C(c1ccc(C(=O)N2CCC(c3ccccc3)CC2)s1)N1CCC(c2ccccc2)CC1
-3 | Cc1ccc(Nc2nc(C)nc3sc(C)cc23)c(Br)c1
7 | O=C1NC(=O)[C@@H]2C3c4ccccc4C=CN3[C@H](C(=O)c3cccs3)[C@H]12 (stereo partly specified)
-33 | O=S(=O)(Nc1cc2c3c(oc2c2ccccc12)CCCC3)c1cccs1
4 | COc1ccc(CCNS(=O)(=O)c2cccs2)cc1
1 | c1csc(-c2nn3c(-c4ccncc4)nnc3s2)c1
-8 | Cc1ccsc1N=Cc1ccc(Cl)cn1
-7 | CCC1(C)Cc2c(sc3[nH]c(=O)[nH]c(=O)c23)CS1 (stereo unspecified)
-11 | N#CCSc1nc2c(sc3ccccc32)c(=O)n1C1CCCCC1
-6 | Cn1c(C(Cc2ccccc2)NC(=O)c2cccs2)nc2ccccc21 (stereo unspecified)
0 | Cc1nc(N2CCN(c3ccc([N+](=O)[O-])cc3)CC2)c2c(C)c(C)sc2n1
-13 | O=C(O)c1cc(-c2cccs2)nc2ccc3ccccc3c12

Bioassay records from PubChem BioAssay.

Not all compounds are listed. The share of hits here may be higher or lower than overall.
